APE1 inh – blocks human APE1 abasic DNA cleavage; P27695; recombinant APE1, TAMRA/BHQ-2 abasic DNA cleavage fluorescence; Potency, µM (doses to about 65.8 µM), without a hit: at the top dose activity change, negative = inhibition, hits mostly inhibitors; hit rate 0.35% among 350,000;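 also: potency is read from the fitted curve at half-maximal effect; plate controls were vehicle for no effect and reference inhibitor for full effect; nearly all actives have a fitted effect of over 55% in size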
Target sequence (P27695 whole entry, looked up): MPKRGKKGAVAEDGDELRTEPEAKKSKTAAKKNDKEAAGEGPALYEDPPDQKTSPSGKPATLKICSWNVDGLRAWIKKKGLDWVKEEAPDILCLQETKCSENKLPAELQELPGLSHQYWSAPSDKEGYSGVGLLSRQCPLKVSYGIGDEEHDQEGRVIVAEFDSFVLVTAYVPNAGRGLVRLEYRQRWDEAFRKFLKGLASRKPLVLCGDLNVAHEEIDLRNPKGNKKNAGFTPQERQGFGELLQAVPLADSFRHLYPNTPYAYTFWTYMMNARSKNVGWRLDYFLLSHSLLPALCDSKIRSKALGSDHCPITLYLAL
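Kinetic fluorescence read (525 ex/598 em nm, three reads 60 s apart) of AP-site incision; signal = third minus first read. Enzyme 0.75 nM, dual-labelled THF duplex 50 nM, compound preincubation 15 min RT.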
POLK inh – inhibitors of human DNA polymerase kappa. Potency, µM (doses to about 107 µM), for the others: top-dose activity, negative = inhibition, most hits filed as inhibitors. hit rate 0.53% among 400,000. Q9UBT6. AID 588579. purified Pol kappa, fluorescent DNA synthesis assay, 10 min; also: potency is read from the fitted curve at half-maximal effect; % is scaled to controls: 0 for no effect and ±100 for the full control effect
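Fluorescent qHTS in 1536-well format: enzyme (10 nM) and compound sat 15 min at room temperature before 50 nM substrate (final) was added. Signal taken at 0 and 10 min; no-enzyme buffer wells were negative controls.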
12-LOX inh – inhibitors of human 12S-lipoxygenase ALOX12; purified 12hLO, xylenol orange hydroperoxide absorbance; P18054; hit rate 1.1% among 580,000; Potency, µM (series often up to 108 µM), for the others: at the top dose activity change, negative = inhibition, actives largely listed as inhibitors; also: potency is read from the fitted curve at half-maximal effect; % is scaled to controls: 0 for no effect and ±100 for the full control effect
Target sequence (P18054 whole entry, looked up): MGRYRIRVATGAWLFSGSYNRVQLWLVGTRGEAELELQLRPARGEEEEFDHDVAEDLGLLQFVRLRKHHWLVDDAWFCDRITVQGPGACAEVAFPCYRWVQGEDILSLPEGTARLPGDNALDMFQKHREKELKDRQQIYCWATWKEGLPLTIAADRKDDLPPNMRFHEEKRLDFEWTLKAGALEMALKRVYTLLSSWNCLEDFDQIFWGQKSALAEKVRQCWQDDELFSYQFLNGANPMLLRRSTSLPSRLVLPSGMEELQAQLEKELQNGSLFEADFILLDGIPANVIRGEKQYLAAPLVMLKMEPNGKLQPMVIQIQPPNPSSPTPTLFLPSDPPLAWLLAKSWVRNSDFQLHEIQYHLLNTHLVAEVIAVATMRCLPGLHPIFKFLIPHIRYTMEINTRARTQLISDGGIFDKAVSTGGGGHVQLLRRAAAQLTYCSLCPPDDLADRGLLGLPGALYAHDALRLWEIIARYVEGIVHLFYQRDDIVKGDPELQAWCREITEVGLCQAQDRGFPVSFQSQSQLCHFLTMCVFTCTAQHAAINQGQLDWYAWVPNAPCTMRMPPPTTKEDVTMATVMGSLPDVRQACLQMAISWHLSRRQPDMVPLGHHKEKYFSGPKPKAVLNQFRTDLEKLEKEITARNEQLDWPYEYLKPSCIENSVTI
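Purified human 12hLO (150 nM final) in 25 mM Hepes, 0.01% Triton X-100, pH 7.0 was preincubated 15 min at room temperature with compound. Then 40 uM arachidonic acid was added, 30 min. Hydroperoxide was read by Fe-XO absorbance ratio 573/405 nm.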
Anesthetic bind – binds horse apoferritin like a general anesthetic; apoferritin/1-aminoanthracene competitive binding, fluorescence; Potency, µM (top dose mostly 77.5 µM), inactives show top-dose activity change, negative = displacement, hits mostly inhibitors; hit rate 0.074% among 350,000; also: potency is read from the fitted curve at half-maximal effect; % is scaled to controls: 0 for no effect and ±100 for the full control effect; nearly all actives have a fitted effect of over 20% in size
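Steps: apoferritin (10 uM) was premixed with half-saturated 1-AMA in PBS, compounds were pin-transferred, plates stood 10 min at room temperature, fluorescence was read at 380/535 nm, and curves were fitted with a Hill equation.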
POLH inh – inhibitors of human DNA polymerase eta. hit rate 1.2% among 390,000. Potency, µM (series often up to 114 µM), for inactives: at the highest dose activity change, negative = inhibition, most hits filed as inhibitors. recombinant Pol eta, fluorescent DNA replication assay. AID 588591. Q9Y253; also: potency is read from the fitted curve at half-maximal effect; % is scaled to controls: 0 for no effect and ±100 for the full control effect
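Fluorescent replication assay: 50 nM final substrate added after a 15 min room-temperature compound preincubation with 10 nM enzyme. Signal taken at 0 min and again at 10 min.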
ERG-DNA inh – inhibitors of human ERG Ets domain-DNA interaction; AID 624246; fluorescence polarization, His-ERG Ets domain / labelled DNA; P11308; hit rate 0.028% among 370,000; Potency, µM (titrated, usually from 76.9 µM), for inactives: at the highest dose FP activity, negative = inhibition, hits mostly inhibitors; active = well fitted inhibition curve with a large enough effect in the polarisation, with a control signal flat; inconclusive = small, poorly fitted or top-dose-only effect, or effect the other way, or a change in a side signal; inactive = no such curve, though single readings can be large or run the other way; the % refers to the polarisation;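 also: polarization taken with two DNA probes labelled with fluorescein and Texas red; potency is read from the fitted curve at half-maximal effect; % of control where 0% means no effect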
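His-tagged ERG Ets domain (1 uM in the protein solution; 300mM KCl, 50mM Tris-HCl, 1mM EDTA, 1mM DTT, pH 7.5) received compound, then a probe mix of 5 nM fluorescein-DNA and 100nM Texas-615-DNA. Fluorescence polarization was read for both dyes.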
POLB inh – blocks human DNA polymerase beta activity; Pol beta primer extension/strand displacement, fluorescence kinetic; Potency, µM (top dose mostly 114 µM), for inactives: at the highest dose activity change, negative = inhibition, most hits filed as inhibitors; hit rate 1.3% among 340,000; AID 485314; also: potency is read from the fitted curve at half-maximal effect; % is scaled to controls: 0 for no effect and ±100 for the full control effect
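Values derive from four-parameter Hill fits of normalized kinetic data: reads at 0 and 10 min following addition of 50 nM substrate to 10 nM Pol beta preincubated 15 min with compound.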
LDHA inh – LDHA (human) enzyme inhibition. activity change, % (values are at about 110 or 230 µM). P00338. purified LDHA, NADH/diaphorase-resazurin fluorescence; stronger effect = lower value. hit rate 0.15% among 480,000; in the data active = activity change below about -30%; inconclusive = mostly about -25% to -30%;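 also: plate controls were DMSO wells for no effect and wells without enzyme for full effect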
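Human LDH5 (2 nM) was incubated with 0.06 mM NADH and 0.2 mM pyruvate for 5 min at room temperature in Tris pH 7.4. Remaining NADH was coupled through diaphorase/resazurin, and resorufin fluorescence was read at 0 and 20 min.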
RGS4 inh – human RGS4 inhibition; P49798; Transcreener GDP fluorescence polarization, RGS4-accelerated GTP hydrolysis; Potency, µM (series often up to 114 µM), for the others: at the top dose activity change, negative = inhibition, hits mostly inhibitors; hit rate 0.039% among 390,000; AID 504845; also: potency is read from the fitted curve at half-maximal effect; % is scaled to controls: 0 for no effect and ±100 for the full control effect; nearly all actives have a fitted effect of over 75% in size; some results filed as inactive show a strong effect at the top dose
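MLSMR compounds (23 nl, pin-transferred) preincubated 10 min at room temperature with a 500nM (2x) first reagent, then RGS4 at 900nM (2x) plus Transcreener GDP mix added; fluorescence polarization (620/688 nm) read before and after 90 min at 30 °C.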
Active calls of the source: *; ? = inconclusive; . = not tested or not shown; & = joins results of further samples; [ ] = remark or other dose. Unless noted, calls follow the shape of the dose curve; as a rule, active = well fitted curve in the direction sought with a large enough effect; inconclusive = small, poorly fitted or top-dose-only effect, or another doubt; inactive = no such curve, though single readings can be large; an effect the other way counts as inactive or inconclusive. These rows are one share of the data. The share of hits here may be higher or lower than overall.

SMILES	APE1 inh	POLK inh	12-LOX inh	Anesthetic bind	POLH inh	ERG-DNA inh	POLB inh	LDHA inh	RGS4 inh
Cc1ccc(C(=O)c2nccn2C)cc1C	-3%	-1%	-5%	-5%	-12%	-3%	-15%	-5	-21%
Cc1ccc(-c2csc(NC(=O)CN3CC(C)OC(C)C3)n2)cc1 (centres undefined)	-10%	-12%	-1%	-12%	7%	-3%	0%	-5	5%
CC(=O)c1ccc(NC(=O)C(C)NCc2ccc(Cl)cc2)cc1 (centres undefined)	-3%	6%	41%	-23%	-19%	-17%	-1%	-2	7%
O=C(Nc1ccccc1C(=O)Nc1nnc(C(F)(F)F)s1)c1ccccc1	2%	2%	13%	5%	-21%	8%	-14%	-4	-10%
Cc1ccccc1NC(=O)CCn1c(=O)oc2ccccc21	11%	-3%	35%	6%	-4%	-10%	6%	-7	12%
Cc1nc2c(C)cccn2c1C(=O)c1ccccc1	12%	8%	-15%	-9%	-8%	4%	29%	-3	-3%
COc1ccccc1NC(=O)Cn1c(=O)n(Cc2nc(C)no2)c(=O)c2cc3c(cc21)OCO3	.	0%	8%&3%	-19%	-18%	0%	28%	14&-1	-2%
CCN(CC)C(=O)Nc1ccc2c(c1)N(Cc1ccccc1)C(=O)c1ccccc1S2	.	-5%	-12%	-11%	-14%	16%	17%	2	-28%
O=C(NCCCn1ccnc1)c1cccc(S(=O)(=O)Nc2ccccc2F)c1	-2%	-7%[60.1 µM]	26%	-11%	-9%	.	5%	2	-4%
Cc1ccc(OCC(=O)c2cc(C)c(C)cc2C)c([N+](=O)[O-])n1	?	-18%	0%	?	?	-2%	3%	13	-9%
CC(C)(C)NC(=O)C(c1ccc(F)cc1)N(CCc1ccccc1)C(=O)c1ccn[nH]1 (centres undefined)	-3%	-8%	0%	-23%	-25%	5%	19%	-1	?
CC(=O)C1(C)C(=O)N(c2ccc(C)cc2)C(=O)N1c1ccc(C)cc1 (centres undefined)	.	-6%	?	.	-24%	4%	.	-2	13%
Cc1cc(NC(=O)COC(=O)c2ccccc2O)no1	-2%	-5%	47%[activator]	.	-11%	-17%[15.4 µM]	.	-6	-8%
COc1ccc(CC(=O)OCC(=O)Nc2ncc(Cl)c(C)c2Cl)cc1	-4%	-38%	11µM*	.	20µM*	12%	.	11	-1%
Cc1cc(NC(=O)CCN2C(=O)C3C4C=CC(C4)C3C2=O)c2ccccc2n1 (centres undefined)	-1%	-1%	0%	-6%	-12%	-6%	17%	-1	7%[11.4 µM]
Clc1cc(Cl)c2nc(N3CCCCC3)sc2c1	3%	-8%	-4%	-8%	-10%	-8%	5%	-6	-18%
COc1ccc(/C(N)=N/OC(=O)Cc2cccs2)cc1	-2%	-14%	-24%	-5%	-5%	-3%	16%	-3	-2%
CN(C)c1cccc(C(=O)Nc2cccc(S(=O)(=O)NC3=NCCC3)c2)c1	-16%	-19%	-4%	-14%	-13%	10%	-1%	4	5%
COc1cc(C(=O)O[C@H]2CC(C)=CC[C@@]3(C)CC[C@@](O)(C(C)C)[C@H]23)ccc1O	15%	-12%	?	?	-27%	8%	-14%	-4	-3%
CCCc1ccc(OCC(=O)Nc2scc(-c3cccs3)c2C(=O)OC)cc1	.	-5%	?	5%	0%	-3%	9%	-2	-35%
Fc1ccc2cnc(-c3ccccc3)c(-c3ccc(C(F)(F)F)cc3)c2c1	-31%	-15%	-25%	.	-11%	7%	.	-9	-16%
CCOC(=O)c1cc2c(c(CCO)n1)[C@@H](CCO)N(S(=O)(=O)C(C)(C)C)C2	.	-1%	?	.	-9%	2%	.	5	-6%
NNC(=O)[C@H]1C[C@@H]1c1ccccc1	2%	-11%	-3%	-2%	-8%	-6%	7%	-9	-7%
CC1=C(CO)C(=O)OC([C@@H](C)C2CC[C@H]3C4C[C@H]5O[C@]56[C@@H](O)C=CC(=O)[C@]6(C)C4CC[C@]23C)C1 (some centres undefined)	?	-18%	?	-3%	50µM*	1%	?	-4	?
CC1CCN(C(=O)c2ccc(NS(=O)(=O)c3ccc4[nH]c(=O)[nH]c4c3)cc2)CC1	0%	-2%	-2%	.	-2%	1%	.	-8	-1%
COc1cccc(NC(=O)CSc2nnc(-c3cc(C)[nH]n3)n2N)c1	3%	17%	17%	-5%	-15%	-13%	3%	-4	16%
CCOC(=O)N1CCN(C(=O)c2ccc3c(=O)n(CCc4ccccc4)c(=O)[nH]c3c2)CC1	-1%	-8%	38%[activator]	-2%	-13%	-2%	0%	-5	4%[56.9 µM]
Cc1cccc(C2=NN(c3ccc(Br)cc3)[C@@H](C(=O)N3CCOC3=O)[C@@H]2c2ccc(Cl)cc2)c1	0%	-6%	.	436%[activator]	-11%	-1%	.	-5	-3%
O=C(COC(=O)CNC(=O)c1ccccc1F)NC1CC1	-6%	-7%	14%	.	5%	-2%	.	-4	10%
CCOC(=O)c1cnc(-n2nc(C)cc2C)nc1N1CC(C)OC(C)C1 (centres undefined)	.	-2%	0%	.	-9%	-6%	.	0	21%
O=C(Nc1ccc(Cl)cn1)c1cccc(OCc2ccccc2)c1	-5%	2%	0%	-1%	-10%	-4%	6%	-3	17%
COc1ccc(C(=O)C[n+]2ccc(-c3nnc4n3CCCCC4)cc2)cc1	0%	-12%	5%	-7%	-7%	7%	0%	-9	8%
CCOP(=O)(OCC)C(Nc1ccccn1)c1ccc(F)cc1 (centres undefined)	4%	-4%	-22%	2%	-24%	1%	12%	-2	-5%
CC(CC(=O)N1CCc2ccccc21)S(=O)(=O)c1ccc2c(c1)NC(=O)CO2 (centres undefined)	-6%	0%	5%	-7%	8%	3%	18%	-5	7%[11.4 µM]
Cc1ccc2oc(C(=O)Nc3sc4c(c3C(=O)NCC3CCCO3)CCC4)cc(=O)c2c1 (centres undefined)	.	10%	-4%	-6%	-10%	0%	21%	-6	-3%
CN(CC(=O)Nc1ccc(Br)cc1)Cc1ccccc1	-2%	-2%	0%	-9%	-20%	-16%	15%	-2	-4%
Cc1ccc(-c2noc(CN(C(=O)c3cccs3)C(C)C)n2)cc1	-1%	-7%	?	-11%	3%	.	-14%	-8	2%
O=C(/C=C/c1cccs1)NC(=S)Nc1ccccc1	?	-9%	?	-23%	-11%	0%	27%	-5	-16%
COc1cccc(CNC(=O)C2CCCN(c3nc4ccccc4n4cccc34)C2)c1 (centres undefined)	.	-2%	-4%	-6%	-15%	-7%	-7%	-21	-6%
O=C(CN1CCC(C(=O)c2ccc3c(c2)OCCO3)CC1)NCc1ccccc1	39%[activator]	-8%	-14%	-8%	-14%	3%	27%	-3	-8%
O=S(=O)(c1cc(F)ccc1F)N1CCN(c2ncnc3ccccc23)CC1	38%[activator]	-3%	?	.	-8%	0%	.	3	5%
Cc1ccc2oc(=O)n(CCCOc3ccc(Cl)cc3)c2c1	.	-22%	-16%	60%[activator]	-17%	?	-2%	7	-4%
CC(C(=O)Nc1ccc(S(=O)(=O)N2CCCC2)cc1)N(C)Cc1ccc(F)cc1 (centres undefined)	40%[activator]	-7%	-4%	.	-11%	-9%	.	1	-2%
CN(Cc1nccn1C)C(=O)c1cc(COc2ccc3ncccc3c2)on1	-6%	-8%	1%	-7%	-16%	4%	1%	-3	16%
COc1ccc(OC)c2sc(NC(=O)c3ccc(S(=O)(=O)N4CCOCC4)cc3)nc12	4%	3%	16%	1%	-8%	0%	-11%	2	-12%

Compound profiles (already shown).
`CCOP(=O)(OCC)C(Nc1ccccn1)c1ccc(F)cc1` (centres undefined) is entered as APE1 inh: 4%; POLK inh: -4%; 12-LOX inh: -22%; Anesthetic bind: 2%; POLH inh: -24%; ERG-DNA inh: 1%; POLB inh: 12%; LDHA inh: -2; RGS4 inh: -5%
`O=C(/C=C/c1cccs1)NC(=S)Nc1ccccc1` is entered as APE1 inh: ?; POLK inh: -9%; 12-LOX inh: ?; Anesthetic bind: -23%; POLH inh: -11%; ERG-DNA inh: 0%; POLB inh: 27%; LDHA inh: -5; RGS4 inh: -16%

(next part)
SMILES	APE1 inh	POLK inh	12-LOX inh	Anesthetic bind	POLH inh	ERG-DNA inh	POLB inh	LDHA inh	RGS4 inh
Cc1cc(OC(C)C(=O)N2CCN(CCc3ccccn3)CC2)ccc1Cl (centres undefined)	.	0%	-11%	-7%	-11%	0%	0%	-5	14%
Cc1nn(CC(=O)NCCCN2CCC(Cc3ccccc3)CC2)c(=O)c2cc(-c3ccccc3)nn12	36%	5%	-27%	-3%	1%	7%	20%	-5	19%
O=C1N(c2ccccc2C(F)(F)F)O[C@]1(c1ccccc1)C1CCCC1	44%	6%	8%	.	-20%	-6%	.	4	-8%
CCOC(=O)C1=C(C)NC(=S)NC1c1cc(C)sc1C (centres undefined)	0%	-1%	?	-23%	-2%	6%	-13%	-8	-28%
COc1ccc(N(CC(=O)NCc2ccccn2)S(=O)(=O)c2ccccc2[N+](=O)[O-])c(OC)c1	-3%	6%	-7%	-11%	-3%	0%	-13%	0	-5%
CCN(C(=O)C1CCN(c2nc(-c3ccc(OC)cc3)no2)CC1)c1ccc(OC)cc1	21%	-7%	7%	-5%	-20%	-1%	1%	-2	2%
Cc1ccc(C2/C(=C(/O)c3ccccc3)C(=O)C(=O)N2CCN2CCOCC2)o1 (centres undefined)	-3%	-14%	-16%	-13%	-2%	-12%	16%	2	4%

Screens deposited in PubChem BioAssay by National Center for Advancing Translational Sciences (NCATS).
